5HT1E antag: 5-HT1E (human) receptor antagonism; P28566; CHO 5-HT1E Ga15 NFAT-bla reporter, FRET, antagonist; inhibition, % at 6 µM; hit rate 0.99% among 65,000; AID 571;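 active means inhibition above a set limit, the mean inhibition across every tested compound plus 3 SD, cut at about 29% in these data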;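 further: signal is the 460 over 535 nm emission ratio of beta-lactamase substrate; 0% = agonist plus DMSO wells and 100% = wells without agonist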
Target sequence (P28566 whole entry, looked up): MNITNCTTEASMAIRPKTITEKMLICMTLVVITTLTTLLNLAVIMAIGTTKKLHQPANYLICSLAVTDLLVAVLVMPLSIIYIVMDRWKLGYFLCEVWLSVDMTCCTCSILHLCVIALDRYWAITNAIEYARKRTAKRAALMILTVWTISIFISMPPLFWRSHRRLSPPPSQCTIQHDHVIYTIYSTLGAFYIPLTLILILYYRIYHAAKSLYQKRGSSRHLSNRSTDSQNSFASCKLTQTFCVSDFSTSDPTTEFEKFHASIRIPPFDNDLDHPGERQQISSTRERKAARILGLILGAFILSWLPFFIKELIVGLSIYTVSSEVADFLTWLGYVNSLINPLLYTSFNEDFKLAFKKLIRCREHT
5HT1E ag: activates the human 5-HT1E serotonin receptor; P28566; CHO 5-HT1E Ga15 NFAT-bla reporter, FRET; 0% DMSO wells, 100% control agonist wells; activation, % at 6 µM; hit rate 0.69% among 65,000; AID 574;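 active means activation above a set limit, the screen-wide mean activation plus 3 SD, cut at about 8.5% in these data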;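 further: 100% = positive control agonist at 1 µM giving full maximal response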
HEK293 NFkB inh: lowers PMA/ionomycin-induced NF-kB signal in HEK293 cells. HEK-293 NF-kB luciferase reporter, luminescence. inhibition, % at 3 µM. hit rate 0.21% among 62,000;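 active means inhibition above the mean of all tested compounds plus 3 SD, cut at about 40% in these data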;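 further: 0% = stimulated DMSO wells and 100% = 10 µM reference inhibitor 5653914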
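System – HEK-293 cells with stable firefly luciferase reporter driven by four HIV NF-kB elements · Doses – one dose, 3 µM · Schedule – 1 h compound pre-incubation, 16 h PMA/ionomycin at 37 °C · Technique – luminescence from luciferase substrate reagent · Measure – percent inhibition normalized per plate to DMSO and reference-inhibitor controls · Replicates – tested once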
Jurkat tox 60K: cytotoxicity toward Jurkat cells; Jurkat E6.1 viability, ATP luminescence, 48 h; hit rate 1.2% among 56,000; inhibition, % at 4 µM;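 active means inhibition above the mean inhibition of all tested compounds plus 3 SD, cut at about 28% in these data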
S1P1 ag pot: S1P1 (human) agonism or agonism potentiation | P21453 | S1P1 CRE-bla cells, forskolin, beta-lactamase FRET, potentiator mode; S1P1 agonist co-added at EC20, 2 nM; 100% = saturating reference agonist, 0% = basal | activation, % at 9.5 µM | hit rate 0.57% among 56,000;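 active means activation above a cutoff set at the mean activation of all tested compounds plus 3 SD, cut at about 54% in these data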;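 further: forskolin at 4 µM as EC80 and the EC20 agonist is SEW2871; 100% = SEW2871 at its EC100 plus forskolin at EC80; some compounds past the cut are filed as inactive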
Target sequence (P21453 whole entry, looked up): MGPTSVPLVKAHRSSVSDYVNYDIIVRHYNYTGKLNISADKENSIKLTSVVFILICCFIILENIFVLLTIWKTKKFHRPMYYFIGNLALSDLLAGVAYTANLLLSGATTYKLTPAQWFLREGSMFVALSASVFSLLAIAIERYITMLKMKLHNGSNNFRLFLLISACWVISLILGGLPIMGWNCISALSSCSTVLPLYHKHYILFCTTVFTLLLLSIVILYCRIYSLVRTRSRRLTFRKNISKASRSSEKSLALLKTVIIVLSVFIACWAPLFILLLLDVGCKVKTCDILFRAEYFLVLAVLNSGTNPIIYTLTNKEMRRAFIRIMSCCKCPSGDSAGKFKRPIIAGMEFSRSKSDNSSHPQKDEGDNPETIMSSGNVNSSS
S1P3 ag: S1P3 (human) receptor agonism; Q99500; S1P3 NFAT-BLA reporter cells, FRET ratio; relative to 1 µM S1P, basal subtracted; activation, % at 4.5 µM; hit rate 0.1% among 60,000; AID 373;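 active means activation above the screen-wide mean plus 3 SD, cut at about 4.5% in these data, passing the limit was not always enough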; further: some compounds called inactive have numbers as strong as hits
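Assay system: CHO cells stably expressing human S1P3, Gα16 and NFAT-β-lactamase reporter. Timing: overnight plating, 4 h compound 37 °C, 2 h substrate RT. Signal: β-lactamase FRET emission ratio 460/535 nm. Measure: percent activation versus median 1 µM S1P response, basal-subtracted, per plate. Repeats: primary screen single test, confirmation screen in triplicate.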
5HT1a antag: 5-HT1a (human) receptor antagonism; P08908; CHO 5-HT1a Ga15 NFAT-bla reporter, antagonist mode; inhibition, % at 10 µM; hit rate 0.68% among 62,000;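 active means inhibition above the mean of all tested compounds plus 3 SD, cut at about 43% in these data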;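 further: receptor stimulated by 5-CT agonist at 100 nM near EC80; beta-lactamase reporter measured by ratiometric fluorescence of a cleavable substrate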
5HT1a ag: activates the human 5-HT1a serotonin receptor; P08908; CHO 5-HT1a Ga15 NFAT-bla reporter, FRET ratio; 0% basal, 100% maximal reference agonist; activation, % at 10 µM; hit rate 0.56% among 65,000; AID 567;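 active means activation above the screen-wide mean activation plus 3 SD, cut at about 19% in these data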;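 further: 0% = DMSO wells and 100% = 5-CT at EC100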
D1 allo mod: allosterically modulates the human D1 dopamine receptor | P21728 | AID 641 | HEK293 D1, CRE-luciferase, dopamine EC30 potentiation; actives deviate in either direction | hit rate 5.9% among 58,000 | B-score at 10 µM;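 active means luminescence count or its row- and column-corrected plate score outside the 99.7% band of the plate's sample wells, on either side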
* = called active by the depositor; nt = not tested or not shown.

SMILES	5HT1E antag	5HT1E ag	HEK293 NFkB inh	Jurkat tox 60K	S1P1 ag pot	S1P3 ag	5HT1a antag	5HT1a ag	D1 allo mod
O=C(NC1CCCCC1)c1cc2nc(-c3ccco3)cc(C(F)(F)F)n2n1	-7	0.3	8	-14	3	-0.7	-22	-0.3	0.68
COc1ccc(NC(=O)CN(c2ccc(C)cc2)S(=O)(=O)c2c(C)nn(C)c2C)cc1OC	6	0.0	-8	1	5	-0.4	-3	-0.3	nt
Clc1ccccc1CNc1ncnc2nc[nH]c12	-10	0.9	4	1	9	-0.9	3	47*	0.86
Cc1ccc(C)c(N2CCN(S(=O)(=O)c3ccc4[nH]c(=O)c(=O)[nH]c4c3)CC2)c1	-1	-0.1	12	8	-16	-1.1	-5	-1.0	0.58
NC(=O)CCn1c(=O)oc2ccccc21	1	0.3	7	0	nt	-1.0	-5	-0.9	0.58
CC(C)OCCCNC(=O)C1CCC(=O)N1C(C)C (stereo not drawn)	-4	3.0	9	8	-24	-0.6	-2	-2.7	-3
COc1cccc(CN(Cc2ccco2)C(c2ccc(F)cc2)c2nnnn2C(C)(C)C)c1 (stereo not drawn)	1	-1.1	21	7	-10	-1.7	46*	-2.8	-0.85
Cc1cc(Oc2ccc(=O)n(C)n2)nc(Oc2ccc(=O)n(C)n2)n1	-15	0.3	16	7	-22	-1.0	-2	-4.4	2.7
Nc1ncc2c(n1)CC(c1ccco1)CC2=O (stereo not drawn)	-6	0.1	2	3	nt	-0.8	-1	-1.3	1.8
COc1cc(OC)c(NC(=O)CCc2nc(-c3cccs3)no2)cc1Cl	-3	-3.3	26	nt	nt	nt	8	-3.4	-0.25
O=c1nc2n(c3cc(Cl)c(S(=O)(=O)N4CCOCC4)cc13)CCCCC2	1	-0.3	16	7	15	-0.1	-8	-0.3	0.11
O=C(Nc1ccc2c(c1)OCO2)C1CCCCN1S(=O)(=O)c1ccc(F)cc1 (stereo not drawn)	9	-0.8	-4	-4	-2	0.4	0	-0.2	nt
CCc1ccccc1N1CCN(S(=O)(=O)c2cc(OC)ccc2OC)CC1	6	-0.4	11	-5	-7	-0.8	22	-1.4	0.55
CCOC(=O)Cn1c(CN2CCN(c3cccc(Cl)c3)CC2)nc2c1c(=O)[nH]c(=O)n2C	-3	0.4	5	4	1	0.5	-2	0.7	0.12
Cc1cc(=O)oc2ccc(OCC(=O)N(Cc3ccc(F)cc3)Cc3ccco3)cc12	7	-0.9	4	5	16	-1.8	26	-0.6	-0.94
O=C(CCCn1c(=O)oc2ccccc21)Nc1cccnc1	-1	-0.8	14	nt	nt	nt	4	-2.0	nt
CNC(=O)CSc1nnnn1CCCOC	-4	-0.1	11	-3	-10	-0.8	-13	-1.0	-0.068
CS(=O)(=O)N1CCN(C(=O)c2cc(-c3cccs3)nc3ccccc23)CC1	9	-0.7	6	-1	-11	-0.1	-6	-1.1	-0.0069
CCN(CC)c1ccc(NC(=O)c2ccc(Br)o2)c(C)c1	-6	-0.7	15	2	-12	-1.3	-8	-2.0	1.2
Cc1cc(OCCN2CCCC2)ccc1C(C)C	-6	0.1	12	-2	-15	0.3	-8	1.4	0.22
O=C(Nc1cccc(NC(=O)C2CC3CCCC(C2)C3=O)n1)C1CC2CCCC(C1)C2=O (stereo not drawn)	2	-0.3	7	6	1	-0.4	-3	0.4	-0.17
Cc1cc(C(=O)Nc2c(C)n(C)n(-c3ccccc3)c2=O)c(C)o1	-5	0.6	1	-2	-17	-0.6	-4	-0.3	nt
COc1cc(-n2nnnc2SCC(=O)N2CCN(c3ccc(F)cc3)CC2)c(OC)cc1Cl	-12	1.1	23	-8	21	-0.7	-1	-1.1	0.18
COc1ccc(-c2ccc(-c3noc(-c4ccccc4F)n3)c(OC)n2)cc1	-6	0.5	10	2	nt	0.0	-10	-0.1	0.013

3 structures already listed, sorted by formula weight, ascending.
SMILES	5HT1E antag	5HT1E ag	HEK293 NFkB inh	Jurkat tox 60K	S1P1 ag pot	S1P3 ag	5HT1a antag	5HT1a ag	D1 allo mod
Cc1cc(C(=O)Nc2c(C)n(C)n(-c3ccccc3)c2=O)c(C)o1	-5	0.6	1	-2	-17	-0.6	-4	-0.3	nt
CCOC(=O)Cn1c(CN2CCN(c3cccc(Cl)c3)CC2)nc2c1c(=O)[nH]c(=O)n2C	-3	0.4	5	4	1	0.5	-2	0.7	0.12
COc1cc(-n2nnnc2SCC(=O)N2CCN(c3ccc(F)cc3)CC2)c(OC)cc1Cl	-12	1.1	23	-8	21	-0.7	-1	-1.1	0.18

(more compounds)
SMILES	5HT1E antag	5HT1E ag	HEK293 NFkB inh	Jurkat tox 60K	S1P1 ag pot	S1P3 ag	5HT1a antag	5HT1a ag	D1 allo mod
CN1CCN(c2ccccc2NC(=O)c2ccc(OCc3ccccc3)cc2)CC1	-3	-0.5	6	-2	-3	-0.9	11	8.4	-4.6*
COc1cc(NC(=O)Cc2ccccc2)cc(OC)c1	4	-0.6	6	3	-14	-0.9	6	-3.6	-0.22
CCOC(=O)C1CCCN(CCC(=O)Nc2c(C(=O)OC)[nH]c3cc(OC)ccc23)C1 (stereo not drawn)	-10	-0.2	3	-3	-14	-0.3	-7	-0.5	-1.4
CCOC(=O)C1=C(c2ccccc2)N=C2SCC(=O)N2C1c1ccc2c(c1)OCO2 (stereo not drawn)	7	0.3	-10	8	-17	-1.7	3	-0.5	0.27
O=C(Cn1cnc2c(oc3ccccc32)c1=O)N1CCCc2ccccc21	0	-1.0	6	nt	nt	nt	-10	-2.3	0.0091
COc1ccc(/C(O)=C2/C(=O)C(=O)N(CCCC(=O)O)C2c2ccc(OC)c(OC)c2)cc1 (stereo not drawn)	0	-1.0	8	-12	7	0.2	-17	0.0	0.0062
O=C(CSc1nc(O)c(Cc2ccccc2F)c(=O)[nH]1)N1CCCCCC1	0	-0.1	9	0	-16	-0.6	9	-3.2	-0.043
O=C(NCc1cccs1)C1CC(=O)N(c2ccc(F)cc2)C1 (stereo not drawn)	-6	0.7	3	-1	-20	-0.1	-7	-0.7	-0.31
O=C(OCc1ccccc1)C1CCCN1C(=O)c1cccs1 (stereo not drawn)	-28	0.6	3	1	-12	-0.6	14	-2.9	-1.5
O=C(CN1C(=O)C2CC=CCC2C1=O)Nc1nc2ccccc2[nH]1 (stereo not drawn)	6	0.8	8	4	-18	-0.7	6	-7.2	0.15
O=C(CCN1C(=O)c2ccccc2C1=O)N1CCCCCC1	-3	0.4	14	2	0	-0.9	-12	-1.3	0.36
O=C(C1CCN(S(=O)(=O)c2ccc(-n3cnnn3)cc2)CC1)N1CCN(c2ccccc2)CC1	11	-0.3	6	2	6	-0.4	-1	0.9	-0.33
c1ccc2[nH]c(NCCN3CCOCC3)nc2c1	0	-0.8	24	-6	-18	-0.4	3	-0.5	-0.28
CCOCCCNC(=O)CC1Oc2ccc(C)cc2NC1=O (stereo not drawn)	-9	0.0	16	3	-6	-0.5	0	-0.3	-0.011
COc1ccc(N(Cc2cc(=O)[nH]c3ccccc23)C(=O)c2ccco2)cc1	7	0.4	-7	12	-8	-1.4	13	2.9	0.44
CCOc1ccc(C2N(c3ccc(Cl)cc3)C(=O)C3CCCN32)cc1OC (stereo not drawn)	-14	0.1	18	0	3	-0.5	9	-3.2	0.26
Brc1cc2[nH]cnc2c2ccccc12	7	-0.4	21	-7	9	-0.8	0	-1.1	-0.39
O=C(OC(C(=O)NCc1cccs1)c1ccccc1Cl)c1ccco1 (stereo not drawn)	0	-0.9	15	-2	9	0.0	8	-0.8	1.3
Cc1cccc2cc(COC(=O)c3cccnc3)c(=O)[nH]c12	-3	0.8	7	0	16	-1.0	3	-5.4	0.7
O=C(CN1C(=O)COc2ccccc21)c1ccc(Cl)cc1	12	0.2	14	7	23	-1.5	11	-1.6	0.15
CC(=O)Oc1ccc(CCC(C)OC(C)=O)cc1 (stereo not drawn)	-6	1.1	-2	0	-15	-2.1	-9	0.0	-0.066
C=CCc1c(C)nn(CC(=O)O)c1-c1ccccc1	-2	0.0	24	-6	-9	-0.3	-12	-0.8	-0.058
CCOC(=O)c1ccc(N2C(=O)C(O)=C(C(C)=O)C2c2ccccn2)cc1 (stereo not drawn)	-8	0.3	15	2	8	-0.6	5	-0.9	-0.31
CCCn1c(C)nc2c(c1=O)c1nc3ccccc3nc1n2-c1ccc2c(c1)OCCO2	3	-0.6	11	4	-5	-1.9	-5	-1.8	0.042
COc1ccc(C2(O)CC3CCC(C2)N3c2cc(C)nc(-c3ccccc3)n2)cc1 (stereo not drawn)	14	0.1	15	9	20	-0.7	28	-3.7	nt
COCc1cc(=O)n2[nH]c(-c3ccccc3)cc2n1	-6	-1.3	-1	2	-25	-0.4	2	-0.1	-0.26
COc1ccc(N2C(=O)CC(N3CCN(c4ccccc4F)CC3)C2=O)cc1 (stereo not drawn)	-5	0.7	9	-8	-5	0.2	-8	-2.1	-0.3
Cc1ccc(-c2noc(C3CCCN(C(=O)c4ccc(F)cc4F)C3)n2)cc1 (stereo not drawn)	12	0.2	14	6	9	-1.4	2	0.6	0.11
CCSCCOC(=O)C1=C(C)NC(=O)NC1c1cc(OC)ccc1OC (stereo not drawn)	-5	0.3	14	-2	-36	-1.6	-2	-0.7	-0.41
CC(=O)c1c(C)nc(-c2ccc(Cl)cc2)nc1N=CN(C)C	0	-0.2	-20	3	-28	-1.1	22	1.2	nt
Cc1sc2ncnc(SCC(=O)N3CCCC3=O)c2c1C	-10	0.4	6	1	-10	-0.9	-14	-0.1	2
COc1ccc(S(=O)(=O)N(CCCN2CCCC2=O)Cc2cc3c(C)cc(C)cc3[nH]c2=O)cc1	-1	-1.1	-9	-11	-7	-0.4	-14	2.1	-1.8
Cc1cc(N2CCOCC2)n2nc(-c3cccc(F)c3)cc2n1	19	0.9	18	7	13	0.0	15	-2.3	2.6
Cc1ccnc(SCCn2c(N3CCCCC3)nc3c2c(=O)[nH]c(=O)n3C)n1	-6	1.5	21	0	-15	-0.2	-1	-0.1	0.33
CC1CC(C)CN(CC(=O)N2CCc3[nH]c4ccccc4c3C2)C1 (stereo not drawn)	16	-0.7	4	5	8	-0.2	15	-3.6	1.1
CNc1ccccc1-n1ccc(-c2ccccc2)n1	8	0.5	-2	-3	nt	-0.1	20	0.1	0.49
COc1ccc(OC)c(S(=O)(=O)N(C)CC(=O)Nc2cc(Cl)ccc2OC)c1	-4	0.1	4	0	1	-0.6	9	-2.7	-0.28
O=C(CS(=O)(=O)c1cn(Cc2cccc(F)c2)c2ccccc12)N1CCOCC1	-4	-0.1	15	nt	nt	nt	14	-0.5	0.31
CC(NC(=O)Nc1ccc(F)cc1F)c1ccncc1 (stereo not drawn)	-10	-0.1	-2	2	14	-1.6	29	-5.1	0.021
Cc1ccc(C(=O)Nc2ccccc2N2CCN(C(=O)C(C)C)CC2)cc1C	-6	0.7	10	3	-17	-0.2	-7	-0.2	-0.86
CCCC1=C(C(=O)OCC)C(c2ccccc2OC)NC(=O)N1 (stereo not drawn)	-16	0.2	-7	9	-22	-1.7	0	1.2	-0.64

Compound activity from PubChem.
